Screens as filed in PubChem.
Coupling enz – inhibits coupling enzyme system, counter-screen for aldolase hits. coupling enzyme system counterscreen, AmpLite Red fluorescence. 290,000 tested, 0.67% active. activity change, negative = inhibition, % at 58.2 µM, hits read low; in the data active = activity change below about -30%; also: % is scaled to controls: 0 for no effect and ±100 for the full control effect
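Counterscreen lacking aldolase: glyceraldehyde-3-phosphate coupling-enzyme reagent preincubated 10 min at RT with compound (at 57.5 uM final), then substrate/coupling system with AmpLite Red added; fluorescence read at 525/598 nm after 20 min RT.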
Giardia killer – Giardia lamblia killing; Giardia lamblia trophozoite viability; activity change, % at 7.66 µM, hits read low; 340,000 tested, 0.15% active; AID 540267; in the data active = activity change below about -80%; inconclusive = between about -30% and that limit;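 also: parasites exposed to compound for two days anaerobically before the ATP read; % is scaled to controls: 0 for no effect and ±100 for the full control effect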
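Killing of trophozoites was scored by loss of ATP luminescence after a 48 hrs anaerobic exposure to compounds at 37 deg C, using 100 cells per well.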
TSG101-PTAP inh – blocks PTAP/TSG101 interaction to inhibit HIV-1 budding; Fluorescence polarization, FITC-PTAP peptide / Tsg101 binding; Potency, µM (doses to about 115 µM), for the others: at the highest dose activity change, negative = inhibition, actives largely listed as inhibitors; 340,000 tested, under 10 active; active = well fitted inhibition curve with a large enough effect in the main read-out, with a control signal flat, not every such curve was filed as active; inconclusive = small, poorly fitted or top-dose-only effect, or effect the other way, or a change in a side signal; inactive = no such curve, though single readings can be large or run the other way; also: potency is read from the fitted curve at half-maximal effect; % of control where 0% means no effect
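Fluorescence polarization binding of Tsg101 binding domain (10 uM final) to FITC-labeled PTAP peptide (50 nM final) in HEPES pH 7.5 buffer with NaCl, Tween 20, EDTA, TCEP. Compounds added before peptide; binding 20 min at RT.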
Tb PFK inh – inhibitors of T. brucei phosphofructokinase. O15648. 330,000 tested, 0.17% active. Potency, µM (top dose mostly 57.5 µM), without a hit: at the highest dose activity, negative = inhibition, actives largely listed as inhibitors. T. brucei PFK, ADP-Glo luminescence;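 also: potency is read from the fitted curve at half-maximal effect; 0% = uninhibited 1x PFK enzyme wells and -100% = no-enzyme wells; nearly all actives have a fitted effect of over 60% in size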
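PFK 1.25 nM, F6P 0.5 mM, ATP 0.1 mM, 0.1 M TEA pH 8.0, 5 mM MgCl2, 0.01% Tween20, 0.1% BSA; 45 min RT. ADP-Glo readout. qHTS titration up to 57 uM; curves fitted, compounds curve-classed.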
PKM2 act – PKM2 (human) enzyme activation | P14618 | purified PKM2, Kinase-Glo ATP luminescence, activation; response scale: 0% is enzyme alone, no compound | Potency, µM (titrated, usually from 57.5 µM), for inactives: top-dose activation, most hits filed as activators | 260,000 tested, 0.34% active | AID 1631; also: potency is read from the fitted curve at half-maximal effect; % is scaled to controls: 0 for no effect and ±100 for the full control effect; nearly all actives have a fitted effect of over 55% in size
Target sequence (P14618 whole entry, looked up): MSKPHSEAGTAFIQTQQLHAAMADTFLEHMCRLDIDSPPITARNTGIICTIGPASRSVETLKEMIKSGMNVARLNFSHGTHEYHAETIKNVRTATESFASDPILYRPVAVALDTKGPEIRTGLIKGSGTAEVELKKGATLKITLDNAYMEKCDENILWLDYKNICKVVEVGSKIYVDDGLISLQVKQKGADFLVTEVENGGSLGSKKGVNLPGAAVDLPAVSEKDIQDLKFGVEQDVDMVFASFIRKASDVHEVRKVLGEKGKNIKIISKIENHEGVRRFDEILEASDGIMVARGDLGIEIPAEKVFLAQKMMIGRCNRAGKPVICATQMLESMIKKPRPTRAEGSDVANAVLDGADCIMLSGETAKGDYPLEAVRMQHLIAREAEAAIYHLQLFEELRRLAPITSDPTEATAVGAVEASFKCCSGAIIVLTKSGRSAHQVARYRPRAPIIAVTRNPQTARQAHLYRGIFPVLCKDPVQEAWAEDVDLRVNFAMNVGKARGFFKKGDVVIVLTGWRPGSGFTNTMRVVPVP
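Kinase-Glo luminescence reports ATP generated from ADP (0.1 mM) and PEP (0.5 mM) by purified hPK-M2 after 1 h at room temperature, pH 7.2 imidazole buffer; intermediate enzyme activity allows detecting inhibitors and activators.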
BCR signal inh – blocks chronic active B-cell receptor signaling. ABC-DLBCL IkBa-CBG/CBR reporter, luminescence ratio, 4 h. Potency, µM (top dose mostly 46.1 µM), for inactives: at the top dose ratio change, negative = lower green/red ratio, actives largely listed as inhibitors. 340,000 tested, 0.05% active. AID 493014; active = well fitted inhibition curve with a large enough effect in the signal ratio, with a control signal flat, not every such curve was filed as active; inconclusive = small, poorly fitted or top-dose-only effect, or effect the other way, or a change in a side signal; the % refers to the signal ratio;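 also: potency is read from the fitted curve at half-maximal effect; plate controls were basal doxycycline-induced cells for no effect and cells given 10 µM MG132 for full effect; MG132 reads +100%, hits lower the ratio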
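Doxycycline induced both beetle luciferases in TMD8 lymphoma cells; IKK-driven degradation limits the IkappaBalpha-fused green signal, while red luminescence normalises for cell number and nonspecific effects. Compounds tested up to 46 uM, 4 hrs.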
Menin-MLL TR inh – displaces Texas Red mutant MLL peptide from human menin; Menin + Texas Red MLL mutant peptide, fluorescence polarization; Potency, µM (titrated, usually from 61.6 µM), for inactives: at the highest dose FP activity change, negative = inhibition, usual class: inhibitors; 270,000 tested, 0.23% active; active = well fitted inhibition curve with a large enough effect in the polarisation, with a control signal flat, not every such curve was filed as active; inconclusive = small, poorly fitted or top-dose-only effect, or effect the other way, or a change in a side signal; inactive = no such curve, though single readings can be large or run the other way; the % refers to the polarisation; also: potency is read from the fitted curve at half-maximal effect; % of control where 0% means no effect; many of its hits are not listed in these tables
GALK inh – inhibitors of human galactokinase | AID 1868 | P51570 | Purified GALK, Kinase-Glo residual ATP luminescence | 270,000 tested, 0.007% active | Potency, µM (titrated, usually from 57.5 µM), inactives show at the top dose activity change, negative = inhibition, usual class: inhibitors; also: potency is read from the fitted curve at half-maximal effect; % is scaled to controls: 0 for no effect and ±100 for the full control effect
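Compounds were pin-transferred into ATP buffer (35 uM final), then GALK plus galactose (5 nM, 100 uM final) was added. After 1 h at room temperature, Kinase-Glo Plus was added and luminescence read after 10 min.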
Integrin act MD – activators of alpha7 integrin expression for muscular dystrophy; alpha7betagal myoblasts, beta-gal FDG fluorescence, 48 h; Potency, µM (series often up to 38.3 µM), for the others: at the top dose activation, hits mostly activators; 350,000 tested, 0.064% active; AID 624291;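 also: potency is read from the fitted curve at half-maximal effect; 100% = response of the positive control SU9516; nearly all actives have a fitted effect of over 60% in size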
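Alpha7betagal+/- myoblasts (passage 13) were plated 16-24 hr, then exposed to compounds (1:260 dilution of DMSO stock) for 48 hours at 37C. After MPER lysis, β-galactosidase reporter activity was read as FDG fluorescence (ex 480/em 540) after 30 minutes.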
B2AR arrestin – agonists driving beta-arrestin recruitment to human beta2-adrenergic receptor | beta-arrestin recruitment to beta2AR, cell-based reporter | Potency, µM (series often up to 46.1 µM), inactives show top-dose activation, actives largely listed as activators | 330,000 tested, 0.02% active | AID 492947;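 also: potency is read from the fitted curve at half-maximal effect; 0% = DMSO controls and full agonism = EC100 isoproterenol or metaproterenol; nearly all actives have a fitted effect of over 65% in size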
ASM inhibitor – inhibitors of human secretory acid sphingomyelinase. P17405. placental ASM, HMU-PC fluorogenic substrate, 60 min. Potency, µM (top dose mostly 57.5 µM), for the others: top-dose activity change, negative = inhibition, usual class: inhibitors. 340,000 tested, 0.006% active. AID 504937; also: potency is read from the fitted curve at half-maximal effect
Target sequence (P17405 47-631 limits assumed): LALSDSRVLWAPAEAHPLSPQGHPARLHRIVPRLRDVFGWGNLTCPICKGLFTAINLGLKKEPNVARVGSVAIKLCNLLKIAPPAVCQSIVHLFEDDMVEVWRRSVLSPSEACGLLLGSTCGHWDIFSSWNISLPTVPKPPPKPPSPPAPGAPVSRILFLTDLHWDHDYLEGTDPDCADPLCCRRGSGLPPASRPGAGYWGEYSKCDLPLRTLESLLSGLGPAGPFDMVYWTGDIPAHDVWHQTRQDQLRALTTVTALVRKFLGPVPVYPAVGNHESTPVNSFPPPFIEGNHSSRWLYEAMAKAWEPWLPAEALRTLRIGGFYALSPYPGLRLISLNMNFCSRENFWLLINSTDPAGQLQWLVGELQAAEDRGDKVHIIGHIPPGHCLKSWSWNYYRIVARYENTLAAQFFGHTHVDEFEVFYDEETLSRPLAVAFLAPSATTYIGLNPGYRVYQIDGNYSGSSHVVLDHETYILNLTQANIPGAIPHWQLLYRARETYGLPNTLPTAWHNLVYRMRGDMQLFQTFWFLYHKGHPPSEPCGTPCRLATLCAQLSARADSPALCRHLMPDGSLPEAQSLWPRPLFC
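Fluorescence read-out (Ex 386 nm, Em 447 nm) after stopping the reaction at pH 10. Enzyme: ASM from human placenta; substrate HMU-PC0, 9 uM final; 60 min, 37 °C. Compound preincubation 10 min, ambient temperature.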
The depositor's hits bear a star; ? = inconclusive; / = not tested or not shown; [ ] = another dose, or the depositor's remark. Unless noted, calls follow the shape of the dose curve; as a rule, active = well fitted curve in the direction sought with a large enough effect; inconclusive = small, poorly fitted or top-dose-only effect, or another doubt; inactive = no such curve, though single readings can be large; an effect the other way counts as inactive or inconclusive.

SMILES	Coupling enz	Giardia killer	TSG101-PTAP inh	Tb PFK inh	PKM2 act	BCR signal inh	Menin-MLL TR inh	GALK inh	Integrin act MD	B2AR arrestin	ASM inhibitor
O=C(Nc1ccc(Oc2ccccc2)nc1)C1CCCCN1Cc1cccc(O)c1 (stereo not drawn)	/	2	-2%	1%	2%	0%	/	-3%	7%	-0.6%	-3%
COC(=O)CSc1nnc2c3c4c(sc3nc(-n3nc(C)cc3C)n12)COC(C)(C)C4	6	6	-6%	0%	-1%	?	-6%	3%	-6%	-0.8%	11%
O=C(CNC(=O)N1CC(=O)Nc2ccccc21)Nc1nccs1	-1	9	1%	-1%	/	0%	6%	-2%	-8%	-0.2%	9%
CCS(=O)(=O)N1Cc2ccccc2CC1C(=O)Nc1cc(S(C)(=O)=O)ccc1Cl (stereo not drawn)	/	7	-1%	-25%	-1%	-7%	/	1%	4%	0.1%	6%
O=C(Nc1ccccc1)C1CC(=O)n2c(nc3ccccc32)N1 (stereo not drawn)	2	5	-3%	-2%	-5%	-4%	/	-2%	-2%	-0.2%	11%
Cc1ccc(CNC(=O)/C(C#N)=C/c2ccc(C)s2)cc1	2	10	-4%	2%	2%	1%	?	-3%	-3%	-0.3%	-2%
CC(=O)NCCc1nc2ccccc2n1Cc1ccc(Cl)cc1	1	42[activator]	-5%	-6%	0%	-2%	-1%	0%	5%	-0.3%	0%
Cc1cc(NC(=O)CSc2nc3ccccc3[nH]2)n(-c2ccccc2)n1	0	12	-1%	-1%	-4%	4%	/	5%	-7%	2.8%	4%
CC(=O)Nc1ccc(S(=O)(=O)NCCC(=O)NCCCc2ccccc2)cc1	/	10	0%	-4%	/	-18%	/	/	-26%	-0.8%	-2%
Cc1cc(C)n(CC(=O)NNC(=O)COc2ccc(Br)cc2F)n1	/	11	2%	2%	/	-1%	/	/	-1%	-0.5%	3%
CCOC(=O)NC1(C(F)(F)F)C(=O)NC(C)=C1C#N (stereo not drawn)	0	-13	-6%	16%	-20%	?	-1%	0%	-12%	-0.3%	3%
CCCC(=O)Nc1ccc(NC(=O)c2ccccc2)nc1	1	-15	0%	0%	-20%	?	/	9%	6%	0.1%	-4%
CCCN1CCN(C(=O)C2CCN(S(=O)(=O)c3ccc4c(c3)oc(=O)n4C)CC2)CC1	1	16	-10%	3%	0%	4%	0%	0%	-21%	0.6%	4%
CC(NS(=O)(=O)c1cn(C)c(=O)n(C)c1=O)c1ccccc1 (stereo not drawn)	/	5	-2%	10%	-2%	2%	/	-3%	-11%	-0.3%	-1%
CC(C)=CC1C(C(=O)NCCOc2ccccc2)C1(C)C (stereo not drawn)	0	-7	0%	-6%	-2%	-1%	-1%	-1%	-20%	-0.3%	-2%
Nc1nnc(SCC(=O)Nc2nnc(-c3ccccc3)o2)s1	/	-2	0%	10%	/	-4%	/	/	28%	0.5%	3%
CCOC(=O)c1[nH]c(C)c(C(=O)OCc2ccc(C)cc2)c1C	1	8	-2%	6%	/	4%	11%	5%	-79%[inhibitor]	-0.2%	2%
N#C/C(=C\c1ccc(-c2cccc([N+](=O)[O-])c2)o1)C(=O)N1CCOCC1	-2	3	-3%	-4%	2%	12%	?	-1%	-27%	-1.2%	-2%
COCCn1c(-c2ccc(OC)cc2)cnc1N	-1	28	-4%	4%	1%	0%	-26%	-2%	-15%[7.66 µM]	-3.8%	2%
CCOc1ccc(NC(=O)CSc2ncn[nH]2)cc1	/	-16	-4%	0%	-5%	-5%	/	4%	-23%	0.1%	4%
CC1(C)C(O)=C(c2nc3ccccc3[nH]2)C(=N)N1c1ccccc1	0	4	-1%	4%	-4%	?	-17%	-4%	-44%	-0.9%	5%
COc1ccc(N2C(=O)CC(c3ccccc3)CC2=O)cc1	/	-8	-7%	6%	/	-1%	/	/	-5%	0.1%	2%
N#Cc1c(N)nc2c(c1-c1ccncc1)CCCC2	1	2	2%	2%	-2%	?	?	4%	-1%[7.66 µM]	-1.4%	15%
COc1ccccc1-c1cc(-c2ccccc2)nc(SCC(=O)O)c1C#N	7	-2	-3%	1%	-1%[11.5 µM]	5%	6%	6%	-12%	0.1%	20%
CCc1ccccc1NC(=O)NC1CC2CCC(C1)N2Cc1cccs1 (stereo not drawn)	0	-10	0%	-1%	-3%	0%	9%	3%	20%	-1.0%	6%
CCOc1ccccc1NC(=S)Nc1ccc(S(N)(=O)=O)cc1	1	-1	-3%	-3%	7%	6%	9%	9%	8%	0.2%	3%
O=C(CN(C(=O)c1csnn1)c1cccc(C(F)(F)F)c1)NC1CCCC1	11	-4	-4%	-19%	/	10%	/	5%	0%	-0.6%	3%
Oc1c(Br)cc(C=Nc2ccc3nc(-c4ccccc4)[nH]c3c2)c(O)c1Br	-25	-14	1%	?	-17%	?	?	-1%	12%	-0.1%	76%[activator]
CC(=O)c1cccc(OCC(=O)N(C)CC(=O)NCc2ccco2)c1	/	-27	-4%	19µM*	/	?	/	/	-48%[inhibitor]	0.2%	2%
CN(C)S(=O)(=O)c1ccc(NC(=O)c2cc3ccccc3o2)cc1	-8	9	-5%	0%	-2%	8%	18%	5%	16%	0.1%	-6%
CCOC(=O)CC1C(=O)NCCN1C(=O)Nc1ccccc1 (stereo not drawn)	3	-6	-2%	-2%	-4%	7%	-1%	2%	8%	-0.4%	4%
COc1c(Cl)cc(-c2noc(C)c2C(=O)NC(C)C)cc1Cl	-1	5	-1%	-8%	-2%	?	14%	/	23%	-1.5%	1%
CCCCNC(=S)NCCN1CCCCC1	0	-18	0%	-3%	-18%	1%	-1%	-2%	-19%	-0.4%	3%
COc1ccc(N(CC(=O)Nc2cccc(N(C)S(C)(=O)=O)c2)S(=O)(=O)c2ccc(C)cc2)cc1	1	-14	-3%	2%	-11%	-2%	5%	0%	0%	-0.3%	-2%
CC1Sc2ccc(S(=O)(=O)N3CCC(C(=O)NCC(C)c4ccccc4)CC3)cc2NC1=O (stereo not drawn)	/	3	-1%	2%	/	?	/	1%	-34%	-1.1%	-8%
O=C1CCC2=C(CCCC2=O)N1	5	-4	-2%	-1%	-3%	1%	0%	1%	-1%	-1.1%	4%
COc1ccc(CN2CCN(C(C)C)C(CCO)C2)cc1Cn1cncn1 (stereo not drawn)	1	-19	-2%	-7%	-1%	4%	-4%	2%	20%	-0.4%	11%
COc1cccc(OC)c1C(=O)Nc1ccc(C(=O)c2ccncc2)cc1	/	8	-6%	10%	/	1%	/	/	4%	0.4%	-4%
Cc1ccccc1C(=O)NCC(=O)NC1CC1	/	8	0%	7%	/	0%	/	/	22%	-0.1%	0%
Cc1c(C(=O)N(Cc2ccccc2)Cc2cccs2)cnn1-c1ccc(Cl)cc1	0	8	-2%	7%	-5%	14%	/	0%	17%	-0.5%	-3%
COc1cc(C(=O)NNC(=O)C2CSC3(C)CCC(=O)N23)cc(OC)c1OC (stereo not drawn)	/	-4	2%	0%	/	0%	/	/	5%	0.0%	10%
Cc1csc(C(C)N(C)C(=O)CCc2nnc(CCc3ccccc3)o2)n1 (stereo not drawn)	3	-3	-1%	0%	-6%	0%	-5%	8%	-2%	0.0%	4%
O=C1CN(C(=O)CN2CCCC2)C(c2ccccc2)c2cc(Br)ccc2N1 (stereo not drawn)	3	1	-4%	-3%	-1%	?	1%	-3%	-15%	-2.2%	-1%
O=C(CN(Cc1ccccc1)C(=O)CCC(=O)Nc1nccs1)NCc1ccccc1	-1	-13	2%	2%	/	7%	1%	-3%	-5%	0.1%	0%
CCN(Cc1nc2ccccc2c(=O)[nH]1)C(=O)COc1ccccc1-c1ccccc1	/	-9	0%	0%	/	?	/	/	21%	7.8%	-13%
COc1ccc(Nc2nc(C)cc(C)c2C#N)c(OC)c1	2	-15	-2%	0%	3%	?	0%	4%	-14%	-0.4%	63%[activator]
C[n+]1cnn2c1SCC1(COC1)C2	3	12	0%	0%	-6%	?	-15%	3%	0%	-0.7%	0%
CC(C)(C)c1ccc(-n2nc(C(N)=O)c(O)cc2=O)cc1	0	29	0%	0%	0%	5%	2%	0%	-18%	0.3%	-2%
OC(CNCc1ccc(-c2ccccc2)cc1)c1ccccc1 (stereo not drawn)	-2	-11	1%	-2%	10%	?	-24%	-1%	0%	-1.0%	-3%

Not all compounds are listed (hit frequency here may not be typical).
